Tau FP inhib = qHTS for Inhibitors of Tau Fibril Formation, Fluorescence Polarization; Potency, µM (top dose mostly 57.7 µM), for the others: top-dose activity, negative = inhibition, usual class: inhibitors; Microtubule-associated protein tau (Homo sapiens), P10636; AID 1468, 2008; 0.39% of 280,000 active; K18 P301L tau heparin fibrillization, Alexa594 FP, 6 h; note: potency is the fitted concentration of half-maximal effect; % is set by controls: 0 for no effect and ±100 for the full control effect; nearly all actives have a fitted effect of over 55% in size
Target sequence (P10636 561-689 P618L limits assumed): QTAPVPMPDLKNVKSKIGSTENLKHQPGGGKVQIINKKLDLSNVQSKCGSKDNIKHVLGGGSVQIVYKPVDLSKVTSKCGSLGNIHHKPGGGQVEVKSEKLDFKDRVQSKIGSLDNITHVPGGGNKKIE
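Steps: dispense K18 P301L tau (15 uM plus 0.24 uM Alexa 594 tracer, final) in pH 7 sodium acetate; add compound; add heparin (20 uM final); incubate 6 hr, 37 C; add ThT (30 uM final); after 1 hr ambient, read FP.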
GLA spleen mod = qHTS Assay for Inhibitors and Activators of Human alpha-Galactosidase From Spleen Homogenate; Alpha-galactosidase A (Homo sapiens), P06280; human spleen homogenate, 4MU-alpha-Gal fluorescence, 40 min; 0.008% of 240,000 active; Potency, µM (series often up to 80 µM), inactives show at the top dose activity change, negative = inhibition, hits mostly inhibitors; AID 2107, 2009;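 note: potency is the fitted concentration of half-maximal effect; 0% = enzyme with vehicle and -100% = no enzyme basal signal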
Target sequence (P06280 32-429 limits assumed): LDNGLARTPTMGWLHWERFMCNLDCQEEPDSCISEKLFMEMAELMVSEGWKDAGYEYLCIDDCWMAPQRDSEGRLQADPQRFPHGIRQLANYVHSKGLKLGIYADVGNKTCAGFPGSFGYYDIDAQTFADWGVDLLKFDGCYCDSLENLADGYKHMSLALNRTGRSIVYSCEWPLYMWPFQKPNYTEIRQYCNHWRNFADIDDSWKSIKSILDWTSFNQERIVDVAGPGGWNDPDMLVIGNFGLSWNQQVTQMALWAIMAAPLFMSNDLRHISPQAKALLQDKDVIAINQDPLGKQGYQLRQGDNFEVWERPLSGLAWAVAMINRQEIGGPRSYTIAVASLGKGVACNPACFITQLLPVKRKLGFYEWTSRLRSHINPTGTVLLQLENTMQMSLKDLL
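Inhibition or activation of alpha-galactosidase in human spleen homogenate is scored by 4-MU fluorescence after 40 min at 37C, pH 5.0, with 1 mM substrate. AC50s come from concentration-response fitted to the Hill equation.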
TRb SRC2 PPI = qHTS for Inhibitors of the Interaction of Thyroid Hormone Receptor and Steroid Receptor Coregulator 2; Thyroid hormone receptor beta (Homo sapiens), P10828; 0.065% of 280,000 active; TRbeta-SRC2 peptide binding, fluorescence polarization; receptor liganded with 1 µM T3; Potency, µM (doses to about 106 µM), for inactives: at the highest dose activity change, negative = inhibition, actives largely listed as inhibitors;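 note: potency is the fitted concentration of half-maximal effect; plate controls were bound peptide for no effect and peptide without receptor for full effect; nearly all actives have a fitted effect of over 50% in size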
Target sequence (P10828 whole entry, looked up): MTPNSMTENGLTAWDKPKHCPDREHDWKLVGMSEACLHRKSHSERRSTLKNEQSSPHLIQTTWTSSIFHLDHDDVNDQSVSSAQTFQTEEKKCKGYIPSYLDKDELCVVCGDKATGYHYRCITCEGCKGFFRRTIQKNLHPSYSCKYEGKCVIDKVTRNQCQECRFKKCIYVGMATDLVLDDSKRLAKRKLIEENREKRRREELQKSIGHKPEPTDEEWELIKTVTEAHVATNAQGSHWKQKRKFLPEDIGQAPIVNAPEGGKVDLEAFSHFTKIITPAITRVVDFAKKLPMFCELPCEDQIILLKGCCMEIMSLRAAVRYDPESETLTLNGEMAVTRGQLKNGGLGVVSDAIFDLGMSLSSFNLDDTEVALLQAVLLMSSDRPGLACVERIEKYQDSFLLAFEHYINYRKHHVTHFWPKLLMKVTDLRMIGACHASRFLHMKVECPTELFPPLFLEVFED
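Quantitative HTS by FP: 0.6 uM TRb LBD, 20 nM labeled SRC2 20-mer, 1 uM T3, 5% DMSO; 5 hr ambient incubation; % activity per concentration and potencies from concentration series.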
Epigenetic derep = Quantitative High-Throughput Screen for Regulators of Epigenetic Control | Potency, µM (top dose mostly 53.9 µM), for inactives: at the highest dose GFP activation, usual class: activators | 0.2% of 280,000 active | AID 1865, 2009 | murine LDR cells, GFP reporter derepression, 30 h; note: potency is the fitted concentration of half-maximal effect; % of control where 0% means no effect; nearly all actives have a fitted effect of over 60% in size
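Reporter derepression read as number of fluorescent GFP-positive objects, 20-120 um in size, counted by laser-scanning cytometer. Mouse LDR line with an epigenetically silenced CMV-GFP locus; compound incubation 30 h, 37 C.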
CBFb RUNX1 block = qHTS Assay for Compounds Blocking the Interaction Between CBF-beta and RUNX1 for the Treatment of Acute Myeloid Leukemia; 230,000 tested, under 10 active; Potency, µM (titrated, usually from 59.8 µM), inactives show at the highest dose activity, negative = inhibition, usual class: inhibitors; AlphaScreen CBFb-His/RUNX1-biotin binding, biochemical; note: % of control where 0% means no effect
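Interaction loss through any mechanism counts as activity. Pre-formed complex of His-CBF-beta and biotin-RUNX1 (30 nM apiece) is incubated with compound 15 min, then with 50 ng nickel and 50 ng streptavidin beads for 90 min before AlphaScreen detection.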
Tau fluor cs = Counterscreen qHTS for Inhibitors of Tau Fibril Formation, Fluorescence Polarization. AID 1463, 2008. Potency, µM (titrated, usually from 57.7 µM), for inactives: at the highest dose activity change, negative = decrease. 0.93% of 280,000 active. tau K18 P301L (four-repeat tau fragment) Alexa594 fluorescence, heparin fibrillization; note: potency is the fitted concentration of half-maximal effect; % is set by controls: 0 for no effect and ±100 for the full control effect; nearly all actives have a fitted effect of over 55% in size
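Human K18 P301L tau (15 uM unlabeled plus 0.24 uM Alexa 594-labeled, final) in 100 mM sodium acetate pH 7 was mixed with compound and 20 uM heparin and incubated 6 hr at 37 C.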
TexasRed fluor = Total Fluorescence Counterscreen for Inhibitors of the Interaction of Thyroid Hormone Receptor and Steroid Receptor Coregulator 2; Potency, µM (top dose mostly 106 µM), inactives show at the top dose fluorescence change, negative = quenching; AID 1479, 2009; TRb/SRC2 Texas Red total fluorescence interference; 0.29% of 280,000 active; active = well fitted curve in either direction with a large enough effect; inconclusive = small, poorly fitted or top-dose-only effect; note: potency is the fitted concentration of half-maximal effect; % is set by controls: 0 for no effect and ±100 for the full control effect
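Human TRβ ligand-binding domain (0.6 uM) and Texas Red SRC2 peptide (20 nM) in Tris buffer with 1 uM T3 and 5% DMSO were incubated with pinned compound for 5 hr at ambient temperature. Total fluorescence was computed as S + 2P (555/632 nm).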
NPSR antagonist = qHTS Assay for Antagonists of the Neuropeptide S Receptor: cAMP Signal Transduction. Q6W5P4. CHO-NPSR cells, cAMP TR-FRET, antagonist mode. Potency, µM (highest dose often 38.3 µM), for the others: top-dose activity change, negative = inhibition, most hits filed as inhibitors. 1% of 220,000 active. AID 1461, 2008; note: potency is the fitted concentration of half-maximal effect; % is set by controls: 0 for no effect and ±100 for the full control effect; nearly all actives have a fitted effect of over 50% in size; many of its hits are not listed in these tables
* marks the source's active call; other numbers are inactive results; ? = inconclusive; · = not tested or not shown; [ ] = another dose, or the depositor's remark. Unless noted, calls come from the whole dose curve; as a rule, active = well fitted curve in the direction sought with a large enough effect; inconclusive = small, poorly fitted or top-dose-only effect, or another doubt; inactive = no such curve, though single readings can be large; an effect the other way counts as inactive or inconclusive. These rows are one share of the data; count on the stated rates, not on these rows.

Start of the listing, in advance (eight entries):
item | mol | Tau FP inhib | GLA spleen mod | TRb SRC2 PPI | Epigenetic derep | CBFb RUNX1 block | Tau fluor cs | TexasRed fluor | NPSR antagonist
1 | COc1nc(N(C)S(=O)(=O)c2ccc(C)cc2)nc(C)c1Cl | -12% | 13% | -2% | 2.4% | 2% | -6% | -8% | -14%[46.1 µM]
2 | O=C1C2CC=CCC2C(=O)N1c1n[nH]c(Cc2ccccc2)n1 (stereo unspecified) | 7% | 3% | 1% | -1.0% | 4% | 14% | -5% | 1%[46.1 µM]
3 | CC1=C(C(=O)Nc2ccc(Cl)cc2)C(CC(C)C)n2nc(SCc3ccccc3C)nc2N1 (stereo unspecified) | -20% | · | -3% | 4.0% | · | -12% | -2% | ·
4 | COc1cc(NC(=S)NN2CCN(C)CC2)cc(OC)c1OC | -6% | -10% | -3% | -3.0% | -18% | -6% | -5% | 24%
5 | Cc1ccc(OCC(=O)Nc2nonc2-c2ccc(Br)cc2)cc1C | -4% | · | 8% | -3.3% | · | 9% | -3% | ·
6 | Cc1cc(C)n2ncc(/C(N)=N/OC(=O)c3ccccc3F)c2n1 | -1% | 6% | 3% | -1.4% | 5% | -6% | -2% | 9%[7.67 µM]
7 | Cc1cccc(CSc2nc(-c3cccc(C)c3)nc3c2Cc2c(CO)cnc(C)c2O3)c1 | 0% | · | 5% | ? | · | -1% | -2% | ·
8 | Cc1ccc(Cl)cc1NC(=O)NCc1cccn1Cc1ccc(F)cc1 | -15% | · | 7% | 1.8% | · | -8% | -4% | ·

This part in full (from the top)
item | mol | Tau FP inhib | GLA spleen mod | TRb SRC2 PPI | Epigenetic derep | CBFb RUNX1 block | Tau fluor cs | TexasRed fluor | NPSR antagonist
1 | COc1nc(N(C)S(=O)(=O)c2ccc(C)cc2)nc(C)c1Cl | -12% | 13% | -2% | 2.4% | 2% | -6% | -8% | -14%[46.1 µM]
2 | O=C1C2CC=CCC2C(=O)N1c1n[nH]c(Cc2ccccc2)n1 (stereo unspecified) | 7% | 3% | 1% | -1.0% | 4% | 14% | -5% | 1%[46.1 µM]
3 | CC1=C(C(=O)Nc2ccc(Cl)cc2)C(CC(C)C)n2nc(SCc3ccccc3C)nc2N1 (stereo unspecified) | -20% | · | -3% | 4.0% | · | -12% | -2% | ·
4 | COc1cc(NC(=S)NN2CCN(C)CC2)cc(OC)c1OC | -6% | -10% | -3% | -3.0% | -18% | -6% | -5% | 24%
5 | Cc1ccc(OCC(=O)Nc2nonc2-c2ccc(Br)cc2)cc1C | -4% | · | 8% | -3.3% | · | 9% | -3% | ·
6 | Cc1cc(C)n2ncc(/C(N)=N/OC(=O)c3ccccc3F)c2n1 | -1% | 6% | 3% | -1.4% | 5% | -6% | -2% | 9%[7.67 µM]
7 | Cc1cccc(CSc2nc(-c3cccc(C)c3)nc3c2Cc2c(CO)cnc(C)c2O3)c1 | 0% | · | 5% | ? | · | -1% | -2% | ·
8 | Cc1ccc(Cl)cc1NC(=O)NCc1cccn1Cc1ccc(F)cc1 | -15% | · | 7% | 1.8% | · | -8% | -4% | ·
9 | O=C(O)CCc1ccc(-c2cccs2)n1CCc1ccccc1 | -13% | 1% | -7% | -0.6% | -5% | -16% | -5% | 11%
10 | CC(C)(C)C1CCc2nc(NC(=O)Cc3ccccc3)sc2C1 (stereo unspecified) | -13% | · | 6% | 5.6% | · | -23% | -2% | ·
11 | O=c1oc2ccccc2cc1-c1nc2c(s1)CCc1ccccc1-2 | 9% | 10% | -1% | 3.0% | 10% | 4% | -5% | -15%
12 | O=C(c1ccco1)N(Cc1nc2ccccc2c(=O)[nH]1)C1CCCC1 | 3% | -4% | -4% | 0.0% | 1% | 5% | 6% | -8%[46.1 µM]
13 | O=[N+]([O-])c1ccc(N/N=C/c2c[nH]c3ccccc23)c(S(=O)(=O)Nc2ccc(Cl)cc2)c1 | -11% | 9% | 4% | ? | 2% | 3.2µM*[quencher] | 1% | 16µM*
14 | Cc1ccc(NC(=O)N2CCC3(CC2)Oc2ccccc2C(=O)N3Cc2ccc(F)cc2)cc1 | 11% | · | -2% | -3.4% | · | -4% | 0% | ·
15 | Cn1c(Cn2c(=O)sc3ccccc32)nnc1SCc1cccnc1 | 1% | -1% | -11% | -2.7% | 5% | -2% | -4% | 1%[46.1 µM]
16 | COCCNCC(=O)C12CC3CC(CC(C3)C1)C2 | -1% | 8% | 1% | 2.9% | 3% | -5% | -1% | 2%[46.1 µM]
17 | CCc1nc(OCc2ccco2)c2sc3nc4c(cc3c2n1)COC(C)(C)C4 | -10% | -2% | -5% | -1.0% | 10% | -4% | -1% | ?
18 | Cc1ccc(C)c(NC(=O)c2cnn3ccccc23)c1 | -1% | 5% | -3% | 0.8% | -1% | -9% | 0% | -13%[46.1 µM]
19 | CCOc1ccc(NC(=O)[C@@H](NC(=O)c2ccccc2)[C@@H](C)CC)cc1 | 6% | -3% | -8% | -0.1% | 1% | -15% | 0% | -17%[46.1 µM]
20 | OCCNc1nc(-c2cccnc2)nc2ccccc12 | -6% | -9% | 12% | 0.0% | 2% | -13% | -1% | -2%[46.1 µM]
21 | O=C(C1CCCN(S(=O)(=O)c2cccc3cccnc23)C1)N1CCN(c2ccccc2F)CC1 (stereo unspecified) | 2% | 19% | 0% | 1.7% | -4% | -8% | -4% | ?
22 | CCOc1cc(/C=C2/NC(=O)NC2=O)cc(Br)c1OCc1ccc(C(=O)O)cc1 | -11% | 4% | 8% | -0.1% | 2% | -13% | 2% | 6%
23 | CCc1ccccc1NC1=NCC(=O)N1Cc1ccc(OC)cc1 | 4% | -5% | -15% | -4.5% | -4% | -8% | -2% | -15%[46.1 µM]
24 | Cc1c([N+](=O)[O-])c(C(=O)Sc2ccc(Br)cc2)nn1C | -1% | 3% | -3% | ? | 1% | -23% | -1% | ?
25 | Cc1ccc2nc(NCc3ccccc3)c(C=NCc3cccnc3)c(=O)n2c1 | -4% | 8% | 0% | -3.1% | 5% | 7% | -1% | -10%
26 | COc1ccc(-n2nc(C(=O)NCCc3ccc(Cl)cc3)c3c4ccccc4n(C)c3c2=O)cc1 | -7% | · | 1% | 2.6% | · | -11% | 1% | ·
27 | O=C(CCCN1C(=O)c2ccccc2C1=O)NC1CCCCCC1 | 8% | 0% | -16% | -1.1% | 1% | -3% | -2% | -20%[46.1 µM]
28 | N#Cc1cc2cc3ccccc3nc2n2c(=O)c3ccccc3nc12 | 0% | 7% | 1% | ? | 7% | -8% | -2% | -16%
29 | CCC(C)NC(=S)Nc1ccccc1OC (stereo unspecified) | 0% | 10% | 2% | 0.9% | -18% | 4% | -1% | 12%
30 | Nc1c(Cl)ncnc1N/N=C/c1ccnc2ccccc12 | 6% | 3% | 0% | -1.0% | -6% | 3% | -6% | -4%
31 | Cc1ccc(S(=O)(=O)NCCCNc2ccc([N+](=O)[O-])cc2)cc1 | -15% | 8% | 0% | 0.1% | -14% | ? | -5% | 20%
32 | CCC(C)(C)NC(=O)C(Sc1ccccc1)c1ccccc1 (stereo unspecified) | 2% | 9% | 2% | -0.2% | 28% | 6% | -4% | 48%
33 | CNC(=O)Nc1ccc2snnc2c1 | 2% | 9% | -17% | -2.3% | -3% | -13% | -2% | 8%[46.1 µM]
34 | CC(/C=N/N1C(=O)CSC1=S)=C\c1ccccc1 | -6% | 1% | -4% | -0.4% | -9% | -18% | 1% | -2%
35 | COc1ccc(C(=O)O)c(O)c1OC | ? | 6% | 1% | 6.0% | · | -19% | 0% | ·
36 | COc1cc2nc(-c3ccccc3)nc(N3CCCC3)c2cc1OC | 6% | 6% | 0% | -1.0% | 7% | -13% | -1% | ?
37 | O=C(O)C(Cc1c[nH]c2ccccc12)NS(=O)(=O)c1ccccc1 (stereo unspecified) | 9% | 4% | 3% | -1.9% | -1% | 1% | 1% | 17%
38 | O=C(Cn1cc(F)c(=O)[nH]c1=O)NCCO | -5% | 3% | 3% | 0.9% | 8% | -1% | -2% | 13%
39 | CCC(=O)c1ccc(N2CCN(C(=O)c3cccc(F)c3)CC2)c(F)c1 | 4% | -10% | 3% | 0.9% | 6% | -15% | -1% | 4%
40 | C/C=C\C=C\C(=O)N1CC2(CC(c3cccc(NC(=O)CC)c3)=NO2)C[C@H]1C(N)=O (stereo partly specified) | -11% | 9% | -2% | -1.1% | 17% | 15% | -1% | 18%
41 | CC(=O)Nc1cccc(OCC(=O)/C=C2\N(C)c3ccccc3C2(C)C)c1 | 3% | 6% | 6% | 1.3% | -8% | -4% | 0% | -39%
42 | O=C(Nc1cccc([N+](=O)[O-])c1)C1CC(=O)N(Cc2ccccc2)C1 (stereo unspecified) | -3% | 4% | 1% | -1.2% | 15% | -5% | -2% | 5%
43 | Cc1cc[n+](CC(=O)Nc2cc(C(F)(F)F)ccc2Cl)cc1 | 0% | 1% | 1% | 0.0% | 1% | 7% | 0% | -2%[46.1 µM]
44 | C/C(CCN1CCc2nc(-c3ccccc3)c(-c3ccccc3)cc2C1)=N\O[C@@H](C)CN1CCCc2nc(C)c(C)cc21 | ? | -1%[17.5 µM] | 4%[11.2 µM] | 2.0%[10.1 µM] | -1%[13.1 µM] | -7%[11.6 µM] | 2%[11.2 µM] | ·
45 | Cc1ccsc1CNC(=O)c1c(-c2ccccc2)noc1C | -3% | 8% | -6% | 1.1% | 1% | -2% | -3% | -6%
